# mec2-1: NCI yeast anticancer drug screen, S. cerevisiae mec2-1 strain; % growth inhibition at 50 µM; 79,000 tested, 9% active;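 also: 0% = growth of vehicle-only cultures of the same strain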
#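 Test agents were screened against the mec2-1 yeast strain, with defined DNA repair or cell cycle alteration. Growth was scored as inhibition against vehicle-only controls.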
# mlh1 rad18: NCI yeast anticancer drug screen, S. cerevisiae mlh1 rad18 strain; growth inhibition, % at 50 µM; 79,000 tested, 11% active; AID 175, 2004;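 also: 0% = growth of vehicle-only cultures of the same strain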
#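 A repair-deficient yeast strain is exposed to test compound, and growth is scored relative to vehicle-treated controls.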
# rad50: NCI yeast anticancer drug screen, S. cerevisiae rad50 strain; growth inhibition, % at 50 µM; 79,000 tested, 10% active;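 also: 0% = growth of vehicle-only cultures of the same strain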
#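 Compounds were tested on a yeast strain with an engineered DNA damage repair alteration; the reported value is growth inhibition normalised to vehicle treatment.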
# yeast sgs1 mgt1: NCI yeast anticancer drug screen, S. cerevisiae sgs1 mgt1 strain. AID 161, 2004. 78,000 tested, 10% active. growth inhibition, % at 50 µM;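 also: 0% = growth of vehicle-only cultures of the same strain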
#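 Mutant yeast exposed to compound; growth scored against vehicle-only wells.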
# yeast cln2 rad14: NCI yeast anticancer drug screen, S. cerevisiae cln2 rad14 strain; growth inhibition, % at 50 µM; 78,000 tested, 8.3% active;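 also: 0% = growth of vehicle-only cultures of the same strain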
#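 Each compound was tested on cln2 rad14 yeast. Inhibition of growth was calculated against vehicle-exposed controls.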
# yeast bub3: NCI yeast anticancer drug screen, S. cerevisiae bub3 mutant strain; AID 167, 2004; 78,000 tested, 9.9% active; % growth inhibition at 50 µM;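 also: 0% = growth of vehicle-only cultures of the same strain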
#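 Steps: expose the mutant yeast strain to compound; grow alongside vehicle-treated cultures; measure growth; express inhibition against the vehicle cultures.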
# Starred values were filed as active, the others as inactive; & = joins results of further samples. Rule as the data show it: active = growth inhibition above about 70%; inactive = the rest.
no. | smiles | mec2-1 | mlh1 rad18 | rad50 | yeast sgs1 mgt1 | yeast cln2 rad14 | yeast bub3
1 | CN(C)C1(C(=O)O)CC1 | 3 | 4 | 3 | -2 | -4 | -5
2 | COc1cc(OC)c(C(C)=O)c(OC)c1OC | -16 | -11 | -23 | -17 | -9 | -13
3 | COC(=O)CS(=O)c1ccccc1 (centres undefined) | -36 | 9 | -7 | -5 | 13 | -26
4 | CNC(=O)OCc1c(COC(=O)NC)c2n(c1C)CS(=O)(=O)C2 | -16 | 16 | -6 | -10 | 6 | 12
5 | S=c1sc2c(Cl)nc(Cl)nc2n1-c1ccccc1 | -5 | -11 | -17 | -14 | -1 | 10
6 | Cn1cc(CCC(=O)O)c2ccccc21 | -8 | 15 | 2 | -1 | -8 | 18
7 | CCc1ccc(N(C(C)=O)C2=C(Cl)C(=O)c3ccccc3C2=O)cc1 | 91* | 99* | 98* | 99* | 77* | 68
8 | C=C1N(c2cc(OC)c(OC)c(OC)c2)C(=O)OC12CCCCC2 | 5 | 1 | -4 | 0 | 39 | 0
9 | CCC(=O)C(CC)Cc1ccc(OC)c(OC)c1 (centres undefined) | -16 | 2 | 1 | -12 | -6 | 7
10 | COc1ccc(-c2nc(SC3OC(COC(C)=O)C(OC(C)=O)C(OC(C)=O)C3OC(C)=O)n(C3OC(COC(C)=O)C(OC(C)=O)C(OC(C)=O)C3OC(C)=O)c(=O)c2C#N)cc1 (centres undefined) | -1&9 | -4&-13 | -4&11 | 18&22 | -20&-6 | 15&3
11 | COC(=O)c1cccnc1C(=O)OC | 22 | 14 | 7 | 1 | -18 | 19
12 | Cn1nnc(/C(N)=N/N=C/c2ccccc2)n1 | -11 | -15 | 2 | -2 | -22 | -13
13 | COc1nc(NC2OC(CO)C(O)C(O)C2O)c(Br)c(=O)n1C (centres undefined) | -1 | 23 | 4 | -4 | -4 | 1
14 | CC1CCN(c2cc(-c3cc4ccccc4o3)oc(=O)c2C#N)CC1 | 57 | 75* | 66 | 69 | 33 | 40
15 | CCOC(=O)Oc1ccc(/C=N/NC(N)=S)nc1 | 61 | 3 | 3 | 2 | 14 | -16

# Fetched by compound from above (3):
no. | smiles | mec2-1 | mlh1 rad18 | rad50 | yeast sgs1 mgt1 | yeast cln2 rad14 | yeast bub3
15 | CCOC(=O)Oc1ccc(/C=N/NC(N)=S)nc1 | 61 | 3 | 3 | 2 | 14 | -16
9 | CCC(=O)C(CC)Cc1ccc(OC)c(OC)c1 (centres undefined) | -16 | 2 | 1 | -12 | -6 | 7
13 | COc1nc(NC2OC(CO)C(O)C(O)C2O)c(Br)c(=O)n1C (centres undefined) | -1 | 23 | 4 | -4 | -4 | 1

# (cont.)
no. | smiles | mec2-1 | mlh1 rad18 | rad50 | yeast sgs1 mgt1 | yeast cln2 rad14 | yeast bub3
16 | CC(O)C1CC1 (centres undefined) | -41 | -6 | -17 | 9 | 2 | -2
17 | O=C1NC(=O)C(Cc2ccccc2)N1 (centres undefined) | 4 | 1 | 8 | -18 | -24 | 8
18 | O=C(Nc1ccccc1C(=O)Nc1nccs1)c1ccccc1 | 10 | 1 | -14 | -16 | 7 | 5
19 | O=C1C=C(Nc2ccccc2)C(=O)c2ccccc21 | -26 | 2 | -10 | 10 | 12 | 14
20 | CC1=CC(=O)C(O)=C/C1=C\C=C\c1ccccc1 | 99* | 99* | 99* | 49 | 99* | 99*
21 | COc1ccc(/C(C#N)=C\c2ccc(N(C)C)cc2)cc1 | -13 | -14 | -5 | 3 | -21 | 10
22 | O=C(NCCSC(=O)Nc1ccccc1)Nc1ccccc1 | 15 | 9 | 0 | 5 | -10 | 29
23 | COCCCn1c(-c2ccc(Cl)cc2)nn2c(=O)c3ccccc3nc2c1=O | -2 | 7 | 20 | 17 | 10 | 13
24 | N#Cc1c(-c2ccc(Cl)cc2)c(C#N)c(=O)n(NS(=O)(=O)c2ccccc2)c1S | 86* | 78* | 40 | 81* | 19 | 71*
25 | CC[N+](CC)(CC)CCO | -24 | -18 | -12 | -11 | 21 | -12
26 | CC(C(=O)O)C(NC(=O)c1ccccc1)C(=O)O (centres undefined) | 5 | 13 | 12 | 0 | 16 | 4
27 | CCOc1ccc(Br)cc1/C=C1/NC(=O)NC1=O | 17 | 24 | 10 | 23 | 9 | 4
28 | CCOC(=O)C(Cc1c[nH]c2ccccc12)NC(C)=O (centres undefined) | 29 | 19 | 22 | 24 | -10 | 42
29 | COC(=O)C1CCC(=O)N1CN(C(C)=O)c1cccc(O)c1 (centres undefined) | 3 | -52 | 6 | 0 | 10 | -16
30 | CCC(=O)c1ccc(OC)cc1O | -9 | -7 | -4 | 4 | -10 | -8
31 | CCOC(=O)NN(C(=O)OCC)C(C)(C)C(C)=O | 5 | 12 | 7 | 5 | -29 | 18
32 | NC(=O)c1ccc(C(F)(F)F)cc1O | 13 | 10 | 8 | -5 | -21 | 1
33 | CN(C)CCCn1c2c3ccccc3ccc2c2oc(=O)c3ccccc3c21 | 99* | 99* | 99* | 99* | 98* | 99*
34 | CN(Cc1cnc2nc(N)nc(N)c2n1)c1ccc(C(=O)NC(CCC(=O)OC(C)(C)C)C(=O)O)cc1 (centres undefined) | 32 | -1 | 14 | 4 | -20 | -3
35 | CC1=C(C(=O)Nc2ccccc2C)C(c2ccc(Cl)cc2)C(C(=O)Nc2ccccc2C)=C(C)N1 | 3 | 0 | -3 | -5 | 14 | -8
36 | N=C(c1ccc2ccccc2c1)c1ccccc1Cc1ccccc1 | -24 | 24 | 17 | 6 | -53 | 9
37 | CCc1c(C)c(C#N)c(=S)n(C2OC(COC(C)=O)C(OC(C)=O)C(OC(C)=O)C2OC(C)=O)c1C (centres undefined) | -16&6 | 7&15 | -19&6 | -8&25 | -3&11 | -9&19
38 | COc1cc(OC)cc(C(=O)NN)c1 | -2 | -19 | 19 | 5 | 17 | 0
39 | C(=N\N1CCN(/N=C/c2ccc3c(c2)OCO3)CC1)/c1ccc2c(c1)OCO2 | 19 | 32 | 43 | 9 | 23 | 1
40 | CCOC(=O)C(O)(NC(=O)c1ccccc1F)C(F)(F)F (centres undefined) | 8 | -28 | -5 | 4 | 28 | -9
41 | COc1ccccc1NC(=S)NCc1ccco1 | -24 | -3 | -6 | 14 | -8 | 8
42 | CCN(CC)C(=S)N/N=C/c1cc([N+](=O)[O-])ccc1O | 80* | 15 | 37 | 54 | 59 | 56
43 | Cc1cc2c(C)nn(Cc3ccccc3Cl)c2c(C#N)c1C | -2 | 44 | 32 | 43 | 24 | 27
44 | NC(=S)N/N=C/c1cn(CCCl)c2ccccc12 | 20 | 46 | 57 | 63 | 43 | 24
45 | C=CCC12CCC(=O)[C@@]1(C)CC=C(O)C2=O (some centres undefined) | -3 | 1 | 9 | 17 | -18 | 1
46 | CC(=O)OCCOCNC(=S)N/N=C/c1ccc(Br)s1 | -8 | -1 | 15 | 20 | 28 | 9
47 | Cc1c(N)c(C)c([N+](=O)[O-])c(C)c1N | -5 | 8 | -7 | -2 | -1 | 4
48 | CCCC(O)[C@@]1(CC)CC(C)C(O)(C2(C)C[C@H](C)[C@@H](C(CC)C(=O)C(C)[C@@H](O)[C@H](C)C3OC(O)(C(CC)C(=O)O)[C@@H](C)C(O)C3CC)O2)O1 (some centres undefined) | 23 | 86* | 15 | 23 | 29 | 26
49 | Cn1ncc(C#N)c1N | -14 | -6 | 0 | -11 | -2 | 2
50 | Fc1sc2c(c1F)C1CCC2C1 (centres undefined) | 12 | 35 | 43 | 33 | 26 | 21
51 | O=C(NC1CCCCC1)c1n[nH]nc1Cl | -77 | -57 | -15 | -52 | -12 | -22
52 | CCC1SCC(=O)N1c1nncs1 (centres undefined) | 19 | 3 | 5 | 5 | -9 | 3
53 | CN1C(=O)C(=C2CCCCC2)SC1=S | 8 | 2 | 1 | -12 | -4 | 3
54 | CCOC(=O)C(C)CC(C(=O)OCC)C(=O)OCC (centres undefined) | -5 | -9 | -6 | 7 | -61 | -4
55 | CCCCCCCCOP(=O)(OCCCCCCCC)c1ccccc1 | -17 | -5 | -17 | -6 | -6 | 3
56 | COC1OC(CO)C2OC12 (centres undefined) | 14 | 9 | 8 | 3 | 10 | 16
57 | O=c1cccccc1[O-].O=c1cccccc1[O-].O=c1cccccc1[O-].[Dy+3] | 93* | 92* | 93* | 92* | 80* | 93*
58 | CCc1cccc(C(C)(C)C)c1NC(=S)N/C=C(\C#N)C(=O)c1ccc2ccccc2c1 | 35 | 65 | 67 | 71* | 29 | 64
59 | O=c1c2cc([N+](=O)[O-])ccc2nc2n1CCCCC2 | 3 | -17 | -30 | 2 | 43 | -5
60 | OC(C/C=N/Nc1ccccc1)(C(F)(F)Cl)C(F)(F)Cl | 91* | 90* | 89* | 92* | 89* | 92*
61 | CC1(c2cccc3ccccc23)OC(=O)c2cccc(F)c21 (centres undefined) | -7 | 1 | -11 | -16 | 23 | 8
62 | OCC(O)C(O)C(O)[C@H](O)c1nc2ccccc2[nH]1 (some centres undefined) | -2 | 15 | -16 | 0 | -20 | 27
63 | CCCCCOC(=O)Nc1cc(C)c(NC(=O)CN(CC)CC)c(C)c1 | -17 | -34 | -6 | -19 | -3 | 16
64 | CC1CC=CCC1C(=O)OC/C=C/COC(=O)C1CC=CCC1C (centres undefined) | -20 | -5 | 29 | 9 | -10 | 15
65 | Cc1ccc2nc(/C(=C/c3ccc(/C=C(\NC(=O)c4ccccc4)c4nc5ccc(C)cc5[nH]4)c(C)c3)NC(=O)c3ccccc3)[nH]c2c1 | 33 | 60 | 57 | 46 | 29 | 46
66 | CC(CO)NCc1ccccc1 (centres undefined) | -15 | 4 | -18 | -2 | 4 | -30
67 | CCS(=O)(=O)CCO | -20 | 9 | 2 | 0 | 1 | -11
68 | Cc1nc(-c2ccc(N=Cc3cc(=O)[nH]c(=S)[nH]3)cc2)cs1 | 16 | 12 | 17 | 17 | 1 | 5
69 | COc1ccccc1C(C1=C(O)COC1=O)c1cc2c(cc1OC(C)=O)OCO2 (centres undefined) | -3 | 4 | -47 | -27 | 8 | 2
70 | C(=N/N=C(/C(=N/N=C/c1ccccc1)c1ccccc1)c1ccccc1)\c1ccccc1 | 5 | 5 | 27 | 33 | 8 | 12
71 | COC1(OC)C(c2ccc([N+](=O)[O-])cc2)C([N+](=O)[O-])C1(OC)OC (centres undefined) | -16 | -18 | -14 | -32 | -11 | -8
72 | CCOC(=O)[C@H]1Nc2ccc(Cl)cc2[C@H]2CCC[C@@H]12 | -14 | 24 | 33 | 22 | 30 | -8
73 | CC(C)NC(=O)c1ccccc1Sc1ccccc1CN(C)C(C)C | 6 | 7 | -11 | 7 | 7 | 9
74 | C=C(C)C1CC2C(C)=C(OC(C)=O)C1n1c(=O)c3cc4ccccc4cc3c(=O)n12 (centres undefined) | 19 | 7 | 6 | 27 | 44 | 27
75 | CCOC(=O)/C=C/CI | -34 | 16 | 13 | 10 | 8 | 14

# Going on with the list.
no. | smiles | mec2-1 | mlh1 rad18 | rad50 | yeast sgs1 mgt1 | yeast cln2 rad14 | yeast bub3
76 | CC(=O)OC1CCC2(C)C(=CCC3C2CCC2(C)C3CC(Br)C2C(C)=O)C1 (centres undefined) | 5 | 21 | 5 | 11 | 7 | 1
77 | COC1OC(COC(=O)c2ccc([N+](=O)[O-])cc2)C2OC12 (centres undefined) | -1&-8 | 8&8 | -7&8 | 1&9 | 28&17 | -3&27
78 | CSCC[C@@H]1C(=O)N(C)[C@H](C(C)(C)C)N1C(=O)c1ccccc1 | -12 | -13 | -1 | -7 | 1 | 45
79 | C/C(=N\N=C(\Cc1ccccc1)c1ccccc1)c1ccccc1 | 4 | 3 | 2 | -12 | -25 | -2
80 | O=[N+]([O-])c1cccc(C=Nc2ccc3c(c2)C(Br)c2ccccc2-3)c1 (centres undefined) | 22 | 15 | 41 | 18 | 34 | 15

# By substructure: those above containing fluorine
no. | smiles | mec2-1 | mlh1 rad18 | rad50 | yeast sgs1 mgt1 | yeast cln2 rad14 | yeast bub3
32 | NC(=O)c1ccc(C(F)(F)F)cc1O | 13 | 10 | 8 | -5 | -21 | 1
40 | CCOC(=O)C(O)(NC(=O)c1ccccc1F)C(F)(F)F (centres undefined) | 8 | -28 | -5 | 4 | 28 | -9
50 | Fc1sc2c(c1F)C1CCC2C1 (centres undefined) | 12 | 35 | 43 | 33 | 26 | 21
60 | OC(C/C=N/Nc1ccccc1)(C(F)(F)Cl)C(F)(F)Cl | 91* | 90* | 89* | 92* | 89* | 92*
61 | CC1(c2cccc3ccccc23)OC(=O)c2cccc(F)c21 (centres undefined) | -7 | 1 | -11 | -16 | 23 | 8

# Compounds were not picked by outcome; 14% or so of the library scored in one or more.
